# Salmonella PhoP GFP: PhoP regulon inhibitors, Salmonella typhi PhoP promoter GFP reporter, confirmatory (AID 1850). Salmonella Typhi PhoP-promoter GFP reporter, fluorescence, 4 h; higher % means a stronger effect. one-dose inhibition, % at 50 µM; IC50 in µM for titrated hits. hit rate 0.33% among 310,000; in the data active = a potency from the dose series; inconclusive = inhibition mostly from about 25% at the one dose, without a potency; inactive = the rest, 99 in 100 with inhibition below about 19%;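 note: 0% = induced wells with vehicle and 100% = uninduced wells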
# H37Rv inhibition: M. tuberculosis growth inhibition, HTS (AID 449762); M. tuberculosis H37Rv growth inhibition, 7H9 media; higher % means a stronger effect; hit rate 0.59% among 330,000; inhibition, % at 25 µM, or IC50 in µM where a hit was titrated; in the data active = a potency from the dose series; inconclusive = inhibition above about 70% without an active follow-up result;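 note: bacterial growth assessed after seven days of incubation; strong numbers were not always called active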
# tuberculosis growth: growth inhibition of non-replicating M. tuberculosis (AID 488890); Mycobacterium tuberculosis non-replicating, growth inhibition; higher % means a stronger effect; inhibition, % at 25 µM, or IC50 in µM where a hit was titrated; hit rate 0.39% among 320,000; in the data active = a potency from the dose series; inconclusive = inhibition mostly from about 82% at the one dose, without a potency; inactive = the rest, 99 in 100 with inhibition below about 76%;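 note: plate controls were DMSO cells for no effect and high antibiotic wells for full effect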
# influenza NS1A: H1N1 influenza NS1A inhibitors, functional cell based assay (AID 504329); NS1A functional cell-based assay, percent inhibition; higher % means a stronger effect; inhibition, % at 12.5 µM, or IC50 in µM where a hit was titrated; hit rate 0.3% among 340,000; in the data active = a potency from the dose series; inconclusive = inhibition above about 27% without an active follow-up result; note: strong numbers were not always called active
# inhibitors of VEEV: inhibitors of VEEV TC-83 cytopathic effect, confirmation, Vero cells (AID 588727); Vero cells, VEEV TC-83 cytopathic effect inhibition; higher % means a stronger effect; inhibition, % at 20 µM; hits with a dose series show IC50 in µM; hit rate 0.13% among 350,000; in the data active = a potency from the dose series; inconclusive = inhibition mostly from about 14% at the one dose, without a potency; inactive = the rest, 99 in 100 with inhibition below about 12%; note: strong numbers were not always called active
# inhibitors of VEEV 10K pilot screen: recorded beside inhibitors of VEEV, whose call it bears; inhibition, %; measured here: 10K pilot screen inhibition
# Numbers without * were called inactive; i = inactive; ? = inconclusive; . = not tested or not shown.
SMILES,Salmonella PhoP GFP,H37Rv inhibition,tuberculosis growth,influenza NS1A,inhibitors of VEEV,others
Cc1cc(C)c(-c2csc(NC(=O)c3n[nH]c(=O)c4ccccc34)n2)c(C)c1,-6%,-7%,10%,8%,?,
COc1ccc(C(CCN2CCOCC2)c2c(OC)cc(OC)c3c(-c4ccccc4)cc(=O)oc23)cc1 (stereo not given),.,.,.,-8%,i,
COC(=O)[C@@]12CCCN1[C@H](c1ccc(-c3ccc(OC)cc3)c(OC)c1)[C@@H]1C(=O)N(C)C(=O)[C@@H]12,0%,2%,5%,1%,1.4%,
COC(=O)Nc1ccc(S(=O)(=O)NC2CCS(=O)(=O)C2)cc1 (stereo not given),10%,-8%,-17%,0%,0.0%,
O=C(/C(=C/c1ccc(Cl)cc1)c1nc2ccccc2[nH]1)c1cccs1,-1%,21µM*,?,20%,i,
COc1ccc(/C=N/n2c(C3CCCCC3)n[nH]c2=S)c(OC)c1,0%,4%,-2%,18%,2.2%,
C(=NN1CCCCCC1)c1cccc2ccccc12,.,.,.,5%,0.7%,
O=C(CNS(=O)(=O)c1ccc(Br)s1)NCc1ccccc1,6%,10%,-12%,1%,1.8%,
CCN(CC)C(=O)CC(c1ccc(N(C)C)cc1)c1c(OC)cc(OC)c2ccc(=O)oc12 (stereo not given),-7%,6%,14%,9%,i,
Cc1cc(Nc2cccc(C)c2C)n2nc(C)nc2n1,0%,-2%,1%,7%,0.9%,
CCn1c(SCC(=O)Nc2ccc(OC)cc2)nc2c(c1=O)SCC2,-7%,-1%,12%,15%,6.9%,
CCOC(=O)c1c(NC(=O)c2ccccc2)sc2c1CCc1ccccc1-2,-9%,5%,34%,-11%,1.4%,
COc1ccc(C(=O)Nc2ccc3oc(-c4cccc(F)c4)nc3c2)cc1OC,3%,-9%,.,4%,1.4%,
COc1ccc(-c2ccc3c(N)c(C(=O)c4cccc(OC)c4)sc3n2)cc1,4%,-3%,2%,18%,1.3%,
CCN1C[C@@H]2[C@@H]3C(=O)N(C)C(=O)[C@@H]3[C@](C)(C1=O)N2C(=O)c1ccccc1,.,.,.,-17%,1.1%,
CN(C)/C=C/C(=O)c1ccc(F)cc1F,1%,5%,19%,-1%,i,
CCNC(=O)NC(=O)CSc1nc2ccccc2n1CCOC,-7%,0%,6%,3%,0.4%,
O=C(Nn1cnc2ccccc2c1=O)c1cccc(Cl)c1,13%,3%,-1%,1%,3.3%,
CC(=O)C1=C(C)Nc2ncnn2C1c1ccc(F)cc1 (stereo not given),-9%,-5%,6%,-1%,0.2%,
CCCn1nc(NC(=O)c2ccco2)c2cc3cc(C)ccc3nc21,7%,30%,30%,-17%,12%,
O=C(/C=C/Nc1cccc(C(F)(F)F)c1)c1ccco1,8%,-1%,36%,4%,1.0%,
Cc1cc(OCc2ccc(C(=O)Nc3ccc(C(=O)O)cc3)o2)ccc1Cl,-4%,-3%,-10%,-6%,0.3%,
COC(=O)c1ccccc1NC(=O)CCS(=O)(=O)c1cc2c(cc1C)NC(=O)CO2,9%,-14%,-7%,-3%,0.4%,
NC(=O)Cn1c(=O)n(C2CCCCC2)c(=O)c2c3c(sc21)CCCCC3,-11%,4%,30%,-2%,3.4%,
O=C(O)c1ccccc1-c1ccccc1C(=O)Nc1ccc(F)cc1,11%,9%,69%,-2%,0.3%,
CCS(=O)(=O)N1CCC(C(=O)Oc2ccccc2OC)CC1,-5%,6%,14%,-5%,0.4%,
COc1ccccc1/C=C(/C(=O)OCC(=O)N(C)Cc1ccccc1)c1ccccc1,-1%,1%,10%,2%,8.3%,
CC1CCC(NC(=O)CSc2nnnn2C)CC1 (stereo not given),.,4%,-9%,-11%,0.9%,
CNC(=O)Nc1cc(NC(=O)NC)cc(C(F)(F)F)c1,4%,2%,-11%,0%,0.7%,
O=[N+]([O-])c1ccc(Nc2ccccc2)c2nonc12,-3%,?,2.9µM*,13%,0.3%,
O=C(COc1ccc(F)c(Cl)c1)Nc1ccc(N2CCOCC2)cc1,.,-1%,61%,8%,3.9%,
NS(=O)(=O)c1ccc(Sc2nc3ccccc3s2)c([N+](=O)[O-])c1,5%,40%,44%,23%,?,
COc1ccc(-c2cc3nc(C)cc(NCCO)n3n2)cc1,17%,0%,9%,-6%,0.1%,
O=c1[nH]c2ccc(Cl)cc2c(=O)n1Cc1ccco1,3%,1%,-3%,0%,6.4%,
O=C1NC(=O)/C(=C\c2cn(CC(=O)N3CCOCC3)c3ccccc23)S1,11%,3%,-6%,4%,0.9%,
O=C(COC(=O)c1ccco1)Nc1ccc2[nH]c(=O)[nH]c2c1,.,-7%,15%,-7%,6.6%,
COc1ccc(NC(=O)CN2CCN(c3ccccc3Cl)CC2)cc1,-4%,-1%,23%,2%,1.9%,
Cc1ccc(C(=O)NCCN2CCOCC2)cc1C,-4%,3%,-15%,1%,1.4%,
COc1ccc(Cl)cc1NC(=O)CN1C(=O)NC(Cc2c[nH]c3ccccc23)C1=O (stereo not given),.,0%,6%,5%,8.4%,
Cc1ccc([N+](=O)[O-])c(OCCn2cnc3ccccc32)c1,4%,1%,7%,4%,0.4%,
CCN(Cc1ccncc1)C(=O)c1cc(COc2ccc(F)cc2Cl)on1,-5%,5%,7%,-2%,2.7%,
O=C(CN1CCN(C/C=C/c2ccccc2)CC1)Nc1cc([N+](=O)[O-])ccc1Cl,3%,14%,62%,10%,0.8%,
COc1ccc(NC(=O)c2cccc(S(=O)(=O)N3CCCC3)c2)cc1OC,.,0%,-6%,-12%,i,
CC(CCN1C(Nc2ccccc2)=NC[C@@H]1Cc1ccccc1)c1ccccc1 (stereo not given in full),5%,3%,63%,-10%,4.6%,
COc1cccc(CN2CCN(Cc3ccc(OC)c(OC)c3)CC2CCO)c1 (stereo not given),4%,-5%,2%,-1%,1.6%,inhibitors of VEEV 10K pilot screen=0.0
CN(c1ccccc1)S(=O)(=O)c1ccc(Cl)c(C(=O)Nc2nc3ccccc3[nH]2)c1,-13%,1%,4%,2%,7.5%,
COc1cc(C)c(C(C)C)cc1S(=O)(=O)n1cnc(C)c1,-9%,-5%,40%,-10%,8.8%,
CCOc1ccc(N(CC(=O)NC2CCCC2)C(=O)CSc2nnc(COc3ccccc3)o2)cc1,6%,0%,17%,-4%,i,
Cc1ccc(CNC(=O)COC(=O)CCOc2ccc(C)cc2)cc1,0%,-6%,59%,-5%,0.2%,
CC(C)CNC(=S)Nc1ccc(S(N)(=O)=O)cc1,-2%,-10%,76%,-8%,2.3%,
CCOC(=O)CCc1c(C)c2ccc(OC3CCCCC3=O)c(C)c2oc1=O (stereo not given),1%,6%,3%,-8%,1.6%,
Cc1ccc(CNS(=O)(=O)c2cc3c4c(c2)CCN4C(=O)CC3)cc1,-4%,-4%,-3%,-5%,7.2%,
Cc1cc(C)cc(NC2=C(N)C(=O)c3ccccc3C2=O)c1,-9%,10%,-15%,37µM*,i,
Cc1[nH]n(-c2ccccc2)c(=O)c1/C=N/n1c(C)nc2ccccc2c1=O,1%,9%,40%,2%,1.5%,
COc1ccc(CC(=O)NCC2CCCCC2)cc1OC,-2%,-10%,-12%,-20%,i,
O=C(/C=C/c1ccccc1O)c1ccccc1,.,.,.,-7%,1.0%,
CCN(CC)c1ccc(NC(=O)COc2ccccc2C#N)cc1S(=O)(=O)Nc1ccc(OC)cc1,2%,1%,11%,-7%,2.6%,
Cc1ccc(CSc2nnc(Cn3c(=O)sc4ccccc43)n2C)cc1,-5%,-1%,17%,-1%,0.7%,
Cn1c(CSCC(=O)Nc2ccccc2)nnc1SCc1ccccc1,-6%,1%,24%,2%,2.2%,
CCOC(=O)c1c(C)nc2sc3c(c2c1-c1ccc(OC)cc1)NC(c1ccc(OC)cc1)NC3=O (stereo not given),-9%,1%,-8%,3%,7.6%,

# Taken from the results shown (5 entries):
SMILES,Salmonella PhoP GFP,H37Rv inhibition,tuberculosis growth,influenza NS1A,inhibitors of VEEV,others
CN(c1ccccc1)S(=O)(=O)c1ccc(Cl)c(C(=O)Nc2nc3ccccc3[nH]2)c1,-13%,1%,4%,2%,7.5%,
COc1cc(C)c(C(C)C)cc1S(=O)(=O)n1cnc(C)c1,-9%,-5%,40%,-10%,8.8%,
CCOc1ccc(N(CC(=O)NC2CCCC2)C(=O)CSc2nnc(COc3ccccc3)o2)cc1,6%,0%,17%,-4%,i,
Cc1ccc(CNC(=O)COC(=O)CCOc2ccc(C)cc2)cc1,0%,-6%,59%,-5%,0.2%,
CC(C)CNC(=S)Nc1ccc(S(N)(=O)=O)cc1,-2%,-10%,76%,-8%,2.3%,

# Additional results:
SMILES,Salmonella PhoP GFP,H37Rv inhibition,tuberculosis growth,influenza NS1A,inhibitors of VEEV,others
CN(C(=O)c1cccnc1)c1nc(-c2ccccc2)cs1,-8%,10%,12%,0%,i,
COc1ccccc1NC(=O)N1CCC(C(=O)c2ccc(Cl)cc2)CC1,-5%,-8%,3%,-6%,i,
CCn1c2c(c3cc(C(=O)O)ccc31)CCCC2=O,-6%,-8%,-9%,3%,i,
O=C1CC(c2ccco2)Cc2nc(N3CCc4ccccc4C3)ncc21 (stereo not given),1%,-4%,62%,-12%,3.5%,
CC(OC(=O)Cc1coc2ccc3ccccc3c12)C(=O)NC(N)=O (stereo not given),14%,56%,52%,-12%,1.8%,
Cc1nn(Cc2ccccc2)c(C)c1NC(=O)c1cc(-c2ccco2)on1,-10%,42%,18%,3%,i,
COc1ccc(CNc2nnnn2C)c(OC)c1,0%,-11%,-2%,-10%,0.4%,
Nc1c(C(=O)c2ccc(Cl)cc2)sc2nc3c(cc12)CCC3,-3%,3%,-12%,-6%,2.9%,
CC(OC(=O)CCN1C(=O)C2CC=CCC2C1=O)C(=O)Nc1ccc(F)cc1 (stereo not given),.,.,.,10%,0.5%,
O=C(O)CCCCCNS(=O)(=O)c1ccc2c(c1)OCCO2,12%,3%,-17%,-9%,1.6%,
CC(NC(=O)COc1ccc(S(=O)(=O)N2CCCC2)cc1)c1ccccc1 (stereo not given),7%,-5%,-4%,-4%,2.3%,
CC(=O)c1ccccc1NC(=O)COC(=O)c1cc2ccccc2[nH]1,.,-3%,0%,9%,3.2%,
COc1ccc(C2NC(=O)Cc3cc(OC)c(OC)cc32)cc1OC (stereo not given),-4%,3%,7%,-9%,0.4%,
CS(=O)(=O)Nc1ccccc1C(=O)Nc1cc(Cl)cc(Cl)c1,-6%,-4%,32%,2%,i,
CCN(CC)c1ccc(NC(=O)C2CC3CCC2C3)cc1 (stereo not given),2%,?,51%,-12%,0.0%,
COc1ccc2c(c1)C(=O)C(=O)N2,6%,-4%,-15%,-3%,0.2%,
Cc1cc(C)c(C)c(S(=O)(=O)N2CCC(C(=O)OCC(=O)N3c4ccccc4NC(=O)C3(C)C)CC2)c1C,15%,-22%,0%,0%,0.5%,
O=C(CCc1nnc(-c2ccccc2)o1)NC1CCCCC1,-8%,-7%,10%,-10%,2.7%,
COc1ccc(Br)cc1CNC(=O)CCNC(=O)Cn1ccc2ccccc2c1=O,12%,-5%,-1%,-3%,0.9%,
COC(=O)c1ccccc1NC(=O)C1CC=CCC1C(=O)O (stereo not given),-19%,1%,-4%,4%,i,
Nc1ccccc1C(=O)NC1CCCCNC1=O (stereo not given),-5%,-2%,2%,10%,0.8%,
COc1ccc2ccccc2c1/C=N/NC(=O)c1ccccc1F,7%,?,49%,0%,1.0%,
O=C(C=Cc1cccnc1)c1ccccc1,.,.,.,-27%,13%,
CC[N+](CC)(CC#Cc1ccccc1)CC#Cc1ccccc1,4%,-4%,30%,-3%,0.8%,
O=C(CSCc1ccc([N+](=O)[O-])cc1)N/N=C/c1ccncc1,3%,3.5µM*,52%,-6%,0.5%,
COc1ccc(OC)c(S(=O)(=O)ON2C(=O)c3ccccc3C2=O)c1,5%,-2%,12%,14%,i,
CCOc1cc(CNC)ccc1OCC(=O)NC(C)(C)C,2%,13%,12%,9%,0.6%,
Cc1csc(SCc2ccccc2C(=O)O)n1,10%,0%,7%,-3%,9.7%,
COc1ccccc1NC(=O)C(C)NC(c1ccccc1)c1ccccc1 (stereo not given),2%,-3%,0%,-10%,6.6%,
CN(Cc1ccccc1)C(=O)CSc1nc2c(c(C(F)(F)F)n1)CCc1ccccc1-2,-21%,.,-6%,-2%,6.4%,
Cc1ccc(NC(=S)NNC(=S)Nc2ccc(C)cc2)cc1,.,.,.,0%,5.0%,
CC(C)NS(=O)(=O)c1ccc(OCC(=O)N(C)Cc2ccccc2)cc1,0%,-9%,-6%,18%,i,

# Compound activity (PubChem BioAssay)
